Assay outcomes as filed in PubChem BioAssay.
TEAD-YAP block: TEAD-YAP interaction inhibition; HEK-TIYL cells, TEAD-Gal4/YAP UAS-luciferase luminescence; inhibition, % at 9.12 µM; 640,000 compounds, 1.4% hits; AID 1259422; in the data active means inhibition above about 32%;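 further: 0% = median of test compound wells and 100% = reference inhibitor wells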
MITF primary: blocks human microphthalmia-associated transcription factor; AlphaScreen MITF homodimerization, bead proximity signal; inhibition, % at 2.6 µM; AID 1259374; 650,000 compounds, 0.91% hits; O75030; in the data active means inhibition above about 50%;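 further: 0% = vehicle wells with protein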
FBW7 activator: activators of human E3 ligase FBW7; normalized activity (activation), % at 26.1 µM; 650,000 compounds, 0.13% hits; Q969H0; AlphaScreen FBW7–phospho-cyclin E peptide binding, activator screen; in the data active means normalized activity above about 1.9%;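 further: purified mutant Fbw7 with reduced substrate affinity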
Target sequence (Q969H0 whole entry, looked up): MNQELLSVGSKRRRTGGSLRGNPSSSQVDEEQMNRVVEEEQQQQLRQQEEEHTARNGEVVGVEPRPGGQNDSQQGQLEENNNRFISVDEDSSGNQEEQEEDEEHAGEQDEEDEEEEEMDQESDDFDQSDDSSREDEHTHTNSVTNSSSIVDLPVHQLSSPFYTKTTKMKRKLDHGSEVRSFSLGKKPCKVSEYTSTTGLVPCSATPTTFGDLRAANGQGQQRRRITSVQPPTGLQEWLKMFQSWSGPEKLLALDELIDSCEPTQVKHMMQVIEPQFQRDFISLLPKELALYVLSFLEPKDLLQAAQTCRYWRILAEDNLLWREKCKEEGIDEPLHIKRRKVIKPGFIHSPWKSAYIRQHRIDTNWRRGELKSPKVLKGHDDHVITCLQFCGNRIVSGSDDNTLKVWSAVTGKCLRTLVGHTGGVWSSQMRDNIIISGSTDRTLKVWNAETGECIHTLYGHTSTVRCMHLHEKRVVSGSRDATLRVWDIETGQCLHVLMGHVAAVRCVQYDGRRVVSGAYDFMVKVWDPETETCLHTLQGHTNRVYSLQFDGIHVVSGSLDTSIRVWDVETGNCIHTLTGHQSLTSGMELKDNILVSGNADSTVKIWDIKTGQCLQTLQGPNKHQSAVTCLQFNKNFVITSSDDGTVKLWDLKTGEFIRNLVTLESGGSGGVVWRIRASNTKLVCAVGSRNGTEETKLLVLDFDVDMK
GPR151 activ: activators of human GPR151; Q8TDV0; PathHunter beta-arrestin GPR151 cells, luminescence; activation, % at 11.2 µM; 650,000 compounds, 1% hits; in the data active means activation above about 4.9%;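 further: 0% = median of compound wells and 100% = cells with positive control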
* = called active by the depositor; / = not tested or not shown; & = joins results of further samples.

smiles | TEAD-YAP block | MITF primary | FBW7 activator | GPR151 activ
Cc1nc2c(C(=O)N3CCCC3)cnn2c(C)c1Cc1ccccc1Br | -5 | 11 | -0.1 | -0.3
CC(=O)Nc1ccc(S(=O)(=O)NCCc2cc3c(C)ccc(C)c3[nH]c2=O)cc1 | -1 | -5 | -0.2 | -0.6
CCOC(=O)N1CCN(C2=CC(=O)OC23CCCCC3)CC1 | 15 | 10 | 0.1 | -0.1
CN(C(=O)C(C)(C)C)c1ccc(OCC(=O)Nc2cccc(S(N)(=O)=O)c2)cc1 | 4 | 4 | 0.1 | 4.8
COc1ccc(-c2nccc(Nc3ccccc3)n2)cn1 | -68 | -8 | 0.1 | 1.9
O=C(NC(=S)NC1CCS(=O)(=O)C1)c1ccc(Cl)cc1Cl (stereo not given) | 12 | -7 | 0.1 | 0.3
Cc1cc(C)n(-c2nc3nonc3nc2Nc2ccc(Cl)cc2)n1 | 2 | 8 | 0.0 | -1.2
CCOc1ccc(CC(=O)N2CCC(O)(c3ccccn3)CC2)cc1 | 2 | 2 | -0.1 | -0.1
CCOC(=O)C(CC)Sc1nnc(-c2ccc([N+](=O)[O-])cc2)n1C (stereo not given) | -3 | 15 | 0.6 | 1.6
Cc1cccc(C)c1NS(=O)(=O)c1c(C)[nH]c(=O)[nH]c1=O | -5 | -8 | -0.1 | 2.6
Cc1ccc(-c2nn(-c3ccccc3)cc2/C=C2/NC(=S)N(c3ccccc3)C2=O)o1 | 1 | 2 | 0.0 | 1.0
CCc1c(C(=O)Nc2ccc(OC)c(Cl)c2)[nH]c(C)c1C(C)=O | -2 | 3 | 0.2 | 0.2
CN(c1ccc(C(=O)N2CCCC2)cc1)S(=O)(=O)c1ccc(Cl)cc1 | 1 | 10 | 0.1 | 6.6*
C/C(=N\Nc1ccc(S(N)(=O)=O)cc1[N+](=O)[O-])c1ccc(Br)s1 | 0 | 1 | 0.0 | 0.4
CCOC(=O)C1=C(C)N=c2s/c(=C/c3cc(Br)c(I)o3)c(=O)n2C1c1cccs1 (stereo not given) | 3 | -3 | -0.1 | 2.0
O=C(Nc1cccc(F)c1)Nc1cnn(Cc2ccc(Br)cc2)c1 | -4 | -14 | -0.1 | 2.2
O=C(Nc1ccc(Cl)c(NC(=O)c2ccccc2)c1)c1cccc([N+](=O)[O-])c1 | 8 | 15 | 0.0 | -1.2
CCOC(=O)N1CCN(Cc2cn[nH]c2-c2ccc(C)c(C)c2)CC1 | 4 | 10 | 0.1 | -0.9
CCC(=O)Nn1c(C2CCC2)nc2ccccc2c1=O | 9 | -2 | 0.3 | -0.7
COc1ccc(C(=O)C(Cl)c2ccc(OC)cc2)cc1 (stereo not given) | -7 | 4 | 0.1 | 0.6
CCCCN(CC)S(=O)(=O)N1CCC(C(=O)NC(C)c2ccccc2)CC1 (stereo not given) | 0 | 2 | 0.3 | -0.6
NC(=O)c1ccccc1NC(=O)c1cc2c(Cl)nc3ccccc3c2s1 | -10 | 12 | 0.8 | -0.3
C[C@]12CCC(=O)C=C1CCC1C2C(=O)C[C@@]2(C)C1CC[C@]2(O)C(=O)CO (stereo not given in full) | 0&3&-8 | 19&4&16 | 0.1&-0.1&0.1 | -0.4&2.0&0.5
Cc1ccc(C2C3=C(CC(c4ccccc4Cl)CC3=O)Nc3ccccc3N2C(=O)CCC(=O)O)cc1 (stereo not given) | -12 | 22 | 1.0 | -1.1
O=C(Nc1ccncc1)c1ncoc1-c1cccc(Cl)c1 | 7 | 11 | 0.7 | -0.5
COCCCNC(=O)CN1C(=O)c2cccnc2Oc2ccc(C)cc21 | 10 | 1 | 0.1 | 0.9
CC(=O)N1c2ccc(S(=O)(=O)NC(C(=O)Nc3cccc(C)c3)C(C)C)cc2CC1C (stereo not given) | -16 | -3 | 0.4 | -1.3
CC(C)=C1C2CCC1C(C(=O)NCCc1cccc(Cl)c1)C2C(=O)O (stereo not given) | 5 | -9 | -0.1 | -2.6
Cc1cc(C)n2c(SC(C)C(=O)NC3(C#N)CCCCC3)nnc2n1 (stereo not given) | -8 | -17 | 0.0 | -0.2
O=C1C(=O)N(CCN2CCOCC2)C(c2ccc(F)cc2)/C1=C(\O)c1ccc(Br)cc1 (stereo not given) | 3 | 2 | 0.2 | -1.6

(listing goes on)
smiles | TEAD-YAP block | MITF primary | FBW7 activator | GPR151 activ
COc1ccc(OCc2nc(C#N)c(NCCN(C)C)o2)cc1 | -1 | -10 | 0.0 | 0.9
O=c1c(Cl)c(Cl)cnn1-c1ccc(Cl)c(C(F)(F)F)c1 | 86* | 4 | 0.1 | 2.3
O=C(c1ccc(F)cc1F)N1CCc2ccccc2C1 | 3 | 11 | 0.6 | 0.0
O=[N+]([O-])c1cc(SCc2ccccc2)c2c(C3OCCS3)nn(-c3ccccc3)c2c1 (stereo not given) | 2 | 15 | 0.2 | 0.0
CCc1n(CC(O)COc2cccc(OC)c2)c2ccccc2[n+]1C (stereo not given) | -13 | -19 | 0.1 | -0.4
Cc1ccccc1NC(=S)N(CCCN1CCCCCC1)Cc1ccco1 | 4 | -14 | 0.0 | 3.4
C/C(=N\NC(=O)c1ccco1)c1ccc2ccccc2c1 | -46 | 17 | 0.6 | -2.6
COCCCNc1nc2nonc2nc1N1CCCC(CN2CCCC2)C1 (stereo not given) | -7 | -4 | 0.0 | -1.2
Oc1c(CN2CCCCC2)cc(COCc2ccccc2)c2cccnc12 | 74* | 98* | -1.0 | -0.1
Cc1ccc2nc(Nc3cccc(Cl)c3)c3nncn3c2c1 | -7 | 0 | 0.0 | 0.3
COc1ccc(-n2c(=S)[nH]c3cc(C(=O)NCc4cccnc4)ccc3c2=O)cc1 | -1 | 4 | 0.0 | 0.6
NC(=O)c1ccc(-c2ncc(C(=O)NCCN3CCOCC3)s2)cc1 | -12 | 6 | 0.5 | -1.4
CN1[C@@H](C(=O)N2CCN(C(=O)OC(C)(C)C)CC2)C[C@@H](c2cccs2)NS1(=O)=O | -1 | -7 | 0.0 | 0.4
CC(=O)Nc1cc(C(F)(F)F)ccc1Sc1nc2ccccc2s1 | 15 | 6 | 0.1 | 0.8
O=C(NCCCN1CCOCC1)c1ccccc1 | -9 | 37 | 0.1 | -0.1
FC(F)Oc1ccccc1/C=N/Nc1ccccn1 | -24 | 12 | -0.2 | -1.1
CCOc1cc(/C=N/n2cnnc2-n2nc(C)cc2C)ccc1O | -1 | -1 | 0.0 | -0.1
O=C(CSc1nc2c(cnn2-c2ccc(F)cc2)c(=O)[nH]1)NCc1ccco1 | -3 | 6 | 0.1 | -0.7
CCS(=O)(=O)Nc1ccc(NS(=O)(=O)CC)cc1 | 4 | -3 | 0.5 | 1.2
COc1ccc(OC)c(C2NC(C(=O)O)CS2)c1 (stereo not given) | -27 | 15 | 0.0 | -0.1
Cc1ccc(CNC(=O)NCc2cccc(CNC(=O)NCc3ccc(C)n3C)c2)n1C | 3 | 11 | 0.1 | -0.1
OC1CCC(Nc2nccn3c(-c4cc(C(F)(F)F)cc(C(F)(F)F)c4)cnc23)CC1 (stereo not given) | 0 | -12 | 0.2 | 0.3
COc1ccc(-n2cc(C(=O)NCc3ccco3)c3ccccc3c2=O)cc1 | -5 | -10 | 0.3 | -1.1
Cc1cc(C)c(C(=O)N2CCc3c(cnc(C)c3CNS(=O)(=O)N(C)C)C2)[nH]1 | -1 | 21 | 0.8 | 0.1
COc1ccc(Nc2nc(-c3ccc(OC)c(OC)c3)no2)cc1Cl | -47 | 8 | 0.6 | 0.2
CCc1nnc(SCC(=O)Nc2cccc([N+](=O)[O-])c2)o1 | -1 | 0 | 0.0 | 4.1
CC(=O)Nc1cccc(NC(=O)CSc2ccc3nnc(-c4cccc(F)c4)n3n2)c1 | 7 | 3 | 0.0 | -1.2
COc1ccc(S(=O)(=O)NC(C)C(=O)Nc2cccc(Br)c2)cc1 (stereo not given) | 7 | -10 | 0.0 | -1.5
COCCCNC(=O)c1nn(-c2ccc(F)cc2)cc1OCc1ccccc1 | 15 | -5 | -0.2 | 0.0
NC(=O)CC[C@H](NC(=O)c1ccc(F)cc1)C(=O)OCC(=O)NCc1ccc(F)cc1 | -10 | -4 | -0.2 | 0.1

Retrieved by structure from the entries so far:
smiles | TEAD-YAP block | MITF primary | FBW7 activator | GPR151 activ
CCOc1cc(/C=N/n2cnnc2-n2nc(C)cc2C)ccc1O | -1 | -1 | 0.0 | -0.1
CC(=O)Nc1cc(C(F)(F)F)ccc1Sc1nc2ccccc2s1 | 15 | 6 | 0.1 | 0.8
COc1ccc(S(=O)(=O)NC(C)C(=O)Nc2cccc(Br)c2)cc1 (stereo not given) | 7 | -10 | 0.0 | -1.5

Part of the list above with just TEAD-YAP block and FBW7 activator:
canonical_smiles | TEAD-YAP block | FBW7 activator
COCCCNC(=O)c1nn(-c2ccc(F)cc2)cc1OCc1ccccc1 | 15 | -0.2
NC(=O)CC[C@H](NC(=O)c1ccc(F)cc1)C(=O)OCC(=O)NCc1ccc(F)cc1 | -10 | -0.2

Further records.
The line under a structure holds: TEAD-YAP block | MITF primary | FBW7 activator | GPR151 activ
- COc1cc(C=O)ccc1OC(=O)c1ccco1
    4 | 8 | 0.0 | 1.6
- CN(C)CCNc1ccnc2c(-c3ccc4ccccc4c3)cnn12
    -20 | 3 | 0.2 | -0.4
- CCOC(=O)C1=C(C)OC(N)=C(C#N)C1c1ccccc1C (stereo not given)
    3 | 0 | 0.1 | 0.7
- Cc1cn2c(nc1=O)O[C@H]1C[C@H]2O[C@@H]1COC(=O)c1ccccc1
    6 | -7 | 0.0 | 0.9
- Cc1cc(C)n2ncc(C(=O)Nc3cc(Cl)ccc3O)c2n1
    -5 | 20 | 0.3 | 1.1
- C=CCOC(=O)C1=C(C)NC(SCC(=O)Nc2ccc(C)c(C)c2)=C(C#N)C1c1ccc(O)c(OC)c1 (stereo not given)
    -9 | 8 | 0.1 | -1.5
- CC(C)/C=C/CN1CCc2nnc(C(C)NC(=O)c3ccco3)n2CC1 (stereo not given)
    -9 | -11 | -0.1 | 0.1
- CCOc1ccc(C(=O)/C=C/Nc2ccc(S(=O)(=O)Nc3onc(C)c3C)cc2)cc1
    -2 | 17 | 0.6 | -1.1
- O=C(Nc1nnc(C(F)(F)F)s1)c1cc(Cl)ccc1Cl
    -9 | 14 | 0.1 | 0.0
- Fc1ccccc1C1=CC(c2ccc(Br)cc2)n2nnnc2N1 (stereo not given)
    -3 | 0 | -0.1 | 0.3
- O=C1c2c(Cl)c(Cl)c(Cl)c(Cl)c2C(=O)N1c1ncccn1
    -1 | 7 | 0.0 | 1.8
- Cn1c(CSCc2ccccc2)nnc1SCC(=O)Nc1ccc(C(=O)O)cc1
    -6 | 9 | 1.0 | -1.0
- NC(=O)/C=C/c1cccc(C(F)(F)F)c1
    -14 | -6 | -0.1 | 0.3
- Cc1cccc(NC(=O)CSc2cn(CCNC(=O)c3cccs3)c3ccccc23)c1C
    10 | 6 | 0.2 | -1.5
- Fc1ccc(-c2nnn(Cc3ccccc3F)n2)cc1
    -43 | 20 | 0.2 | 0.7
- COc1ccc(-c2cc(C(=O)NC3CCN(Cc4ccccc4)CC3)ccn2)cn1
    -2 | -3 | -0.1 | 1.2
- COc1ccc(CCNC(=O)CN(C)S(=O)(=O)c2ccc(C)cc2)cc1OC
    0 | -10 | 0.0 | 1.8
- COC(=O)c1cc(NC(=O)S(=O)(=O)c2ccc(C)cc2)cc(C(=O)OC)c1
    7 | 5 | 0.1 | 1.8
- CC(C)c1ccc(-c2c(C#N)c(N)n3c(nc4ccccc43)c2C#N)cc1
    -2 | 10 | 0.2 | -0.6
- N[C@@H](C(=O)O)c1ccc(C(=O)O)cc1
    / | 6 | 0.1 | -0.3

Other structures:
The line under a structure holds: TEAD-YAP block | MITF primary | FBW7 activator | GPR151 activ
- COc1ccccc1C(=O)NCc1nnc(SCC(=O)N2N=C(c3cccs3)CC2c2ccc(F)cc2)n1-c1ccc(F)cc1 (stereo not given)
    -1 | 7 | 0.1 | -0.6
- CCOc1ccccc1C(=O)N1CC(=O)Nc2ccc(F)cc2C1c1ccc(F)cc1 (stereo not given)
    -4 | 7 | -0.1 | 0.0
- Cc1ccc(Cl)cc1NC(=O)CNS(=O)(=O)c1ccc(Br)cc1
    -2 | 12 | 0.1 | -0.3
- O=C1c2ccccc2CN1CCSC(=S)N1CCCC1
    -49 | 1 | 0.5 | 0.0
- COc1cccc2cc(-c3csc(Nc4ccccc4I)n3)c(=O)oc12
    -11 | 9 | 0.3 | 1.4
- CCC(C(=O)Nc1cc(Cl)ccc1C(=O)O)c1ccccc1 (stereo not given)
    -2 | 20 | 0.3 | -1.6
- CC1CCCCN1Cc1nc2c([nH]1)c(=O)n(C)c(=O)n2C (stereo not given)
    4 | -3 | -0.1 | -0.5
- CC(C(=O)OCC(=O)NNC(=O)c1ccc(Cl)cc1)N1C(=O)c2ccccc2C1=O (stereo not given)
    8 | 3 | 0.0 | -0.3
- C=CCNC(=O)CCNC(=O)c1ccccc1
    -10 | -6 | 0.0 | -1.5
- COc1ccc(Cn2nnnc2C(c2cccc(C(F)(F)F)c2)N2CCC(O)CC2)cc1 (stereo not given)
    0 | 9 | 0.1 | -1.0
- OCC1OC2OC3(CCCCC3)OC2C2OC3(CCCCC3)OC12 (stereo not given)
    -6 | -5 | 0.1 | -1.5
